# Compound activity from PubChem BioAssay.
# NCI-60 one-dose screen, 48 h, at 10 µM unless noted. Numbers give growth in % (100 = growth as untreated, 0 = no growth, -100 = all killed).
# HOP-92 – HOP-92 NSCLC cells | 6.3% of 71,000 active | AID 1794738
# HOP-62 – HOP-62 NSCLC | AID 1794735 | 3.9% of 80,000 active
# A549/ATCC – A549/ATCC NSCLC; 3.7% of 81,000 active
# EKVX – EKVX NSCLC; 3% of 71,000 active; AID 1794765
# CCRF-CEM – CCRF-CEM leukemia | AID 1794778 | 7% of 77,000 active
# M14 – M14 melanoma; 6.2% of 80,000 active
# SK-MEL-5 – SK-MEL-5 melanoma | AID 1794755 | 6.4% of 80,000 active
# SK-MEL-28 – SK-MEL-28 melanoma. 4.1% of 81,000 active. AID 1794761
# An asterisk follows results filed as active; nt = not tested or not shown; & = joins results of further samples; [ ] = remark or other dose. The calls were made as follows: active = growth percent below 10; inactive = the rest.
# The first two entries, ahead of the listing:
item	Compound	HOP-92	HOP-62	A549/ATCC	EKVX	CCRF-CEM	M14	SK-MEL-5	SK-MEL-28
1	O=C1Nc2ccccc2/C1=N/N1CCCCCC1	93	111	97	105	104	104	107	112
2	Cc1ccc2oc(=O)cc(CSc3nnnn3-c3ccccc3)c2c1	115	100	102	94	109	104	97	104

# The listing, repeating the preview:
item	Compound	HOP-92	HOP-62	A549/ATCC	EKVX	CCRF-CEM	M14	SK-MEL-5	SK-MEL-28
1	O=C1Nc2ccccc2/C1=N/N1CCCCCC1	93	111	97	105	104	104	107	112
2	Cc1ccc2oc(=O)cc(CSc3nnnn3-c3ccccc3)c2c1	115	100	102	94	109	104	97	104
3	CC(=O)Nc1nc(C)c(C(=O)N/N=C/c2cccn2C)s1	56	109	104	103	99	115	98	105
4	COc1ccc(OC)c(Cn2cc3c(c2-c2cc(OC)c(OC)c(OC)c2)CCCc2cnoc2-3)c1	41	87	79	65	65	82	85	98
5	COc1cc(-c2nc(C(=O)Nc3ccc(Cl)cc3)nn2-c2ccc(F)c(F)c2)cc(OC)c1OC	81	92	89	91	97	88	77	96
6	N#CCCNC(CC(=O)O)C(=O)O (stereo unspecified)	83	106	108	nt	100	108	nt	99
7	Cc1c(O)ccc2oc(=O)c(C(=O)CSc3nc4ccccc4c(=O)n3-c3ccccc3)cc12	79	86	75	102	64	94	89	110
8	CC1CCCC(C)C1=O (stereo unspecified)	107	99	100	101	92	103	105	123
9	CC(=O)N1CCc2ccc([N+](=O)[O-])cc21	86&80	115&102	98&94	103&89	98&101	116&104	108	109&119
10	CN1C2CCC1CN(c1cnc(C(=O)Nc3cc(F)cc4cccnc34)cn1)C2	81	89	88	46	28	54	80	58
11	CNC(=S)Sc1ccc([N+](=O)[O-])cc1[N+](=O)[O-]	24	83	81	72	13	24	45	66
12	O=C(Nc1cc(Cl)ccc1Cl)c1ccc(Cl)cc1Cl	nt	96	112	73	106	101	105	123
13	CCn1cnc(C[C@H](NC(=O)[C@@H](NC(=O)Nc2cc(C(F)(F)F)cc(C(F)(F)F)c2)C(C)C)C(=O)OC)c1	nt	-98*[100 µM]	-71*[100 µM]	nt	nt	-94*[100 µM]	-98*[100 µM]	-96*[100 µM]
14	NC(C(=O)O)(c1ccccc1)c1ccccc1	86	nt	105	104	nt	110	105	116
15	O=C1CCC2(CCCC2)c2ccccc21	97	109	105	nt	104	103	108	102
16	Cc1cc(-c2cc(C)c(N)c(S(=O)(=O)O)c2)cc(S(=O)(=O)O)c1N	104	109	97	99	115	104	99	105
17	O=C(O)/C=C/C(=O)Nc1cccc2c1Cc1ccccc1-2	81	92	95	105	93	107	97	106
18	CCc1ccc(-c2ccc(=O)n(-c3ccc(S(N)(=O)=O)cc3)n2)cc1	66	57	18	69	28	18	13	49
19	COc1cccc(COC(C)OCC(C)C)c1OC (stereo unspecified)	nt	92	97	92	112	100	100	97
20	CS(=O)(=O)Nc1ccc(Nc2c3ccccc3nc3cc(N)ccc23)cc1	nt	12	11	nt	nt	7.5*	5.4*	42
21	CC1=CC2C(O)c3ccccc3N3C(=O)COC23C=C1 (stereo unspecified)	90	96	93	95	88	94	106	109
22	Cn1c(N2CCOCC2)nc(-c2ccccc2)c(C#N)c1=O	94	100	117	129	98	123	104	132
23	CN(CC1CO1)c1ccccc1 (stereo unspecified)	107	111	102	nt	nt	105	112	109
24	Nc1nc2c(C(=O)c3cccs3)nnn2c2cccc(Cl)c12	87	79	109	60	76	87	92	115
25	CCCCCCCCN(CCCCCCCC)CCCCCCNc1cc(OC)cc2cccnc12	63	97	105	87	-59*	-1.6*	103	106
26	Cc1cc(N/N=C/c2nc(-c3ccc(Br)cc3)oc2C)c2cc(Cl)ccc2n1	72	107	65	96	-17*	41	93	61
27	O=C(/C=C/c1cn(-c2ccccc2)nc1-c1ccc(Cl)cc1)c1ccc(F)cc1	99	102	80	116	40	79	86	106
28	N#Cc1csc(CCNC(=O)c2ccccc2)n1	109	106	94	107	95	118	111	100
29	Cc1nc(N)[nH]c(=O)c1NC(=O)CBr	nt	101	100	92	80	nt	97	101
30	O=C(NCCNc1nccc(-c2c(-c3cccc(F)c3)nc3sccn23)n1)C1CCCCC1	135	109	79	80	70	74	60	106
31	CC(=O)OC1Oc2ccccc2-c2oc(=O)c(-c3ccc(F)cc3)cc21 (stereo unspecified)	112	101	58	34	92	100	-35*	97
32	CC(C)C1CC(N(C)C)=CC(=S)N1 (stereo unspecified)	103&84	99&99	101&94	94	102	102&106	101&99	107&111
33	Cc1cn(-c2cc(NC(=O)c3cccc(C#Cc4cccc5[nH]nc(N)c45)c3)cc(C(F)(F)F)c2)cn1	-17*	56	45	57	15	7.3*	34	23
34	O=C(O)c1ccccc1C(c1ccccc1)c1ccccc1O (stereo unspecified)	nt	103	89	109	138	109	96	116
35	O=C(Nc1ccccc1F)Nc1cccc2ccc(O)cc12	nt	67	102	87	117	91	95	107
36	Cc1cc(=O)c2c(C)cccc2[nH]1	86	96	107	97	97	108	105	119
37	COc1ccc2ccccc2c1/C=C(\C#N)C(=O)N1c2ccccc2Sc2ccc(SC)cc21	nt	113	95	102	96	99	99	103
38	COc1cc(C)cc(C(O)Cc2cccc(-c3ccc(N(C)C)nc3)n2)c1 (stereo unspecified)	nt	101	96	106	101	95	90	109
39	CCCCN(CCCC)CC(O)c1cc(Cl)cc2c1-c1ccc(Cl)cc1C2 (stereo unspecified)	24	91	81	76	107	86	86	100
40	Cc1[nH]nc(-c2ccc(OCc3ccc(Cl)cc3)cc2O)c1Oc1ccccc1	110	99	110	97	94	90	94	92

# Shown field by field: part of the list above.
5	COc1cc(-c2nc(C(=O)Nc3ccc(Cl)cc3)nn2-c2ccc(F)c(F)c2)cc(OC)c1OC
  HOP-92: 81 | HOP-62: 92 | A549/ATCC: 89 | EKVX: 91 | CCRF-CEM: 97 | M14: 88 | SK-MEL-5: 77 | SK-MEL-28: 96
19	COc1cccc(COC(C)OCC(C)C)c1OC (stereo unspecified)
  HOP-92: nt | HOP-62: 92 | A549/ATCC: 97 | EKVX: 92 | CCRF-CEM: 112 | M14: 100 | SK-MEL-5: 100 | SK-MEL-28: 97
24	Nc1nc2c(C(=O)c3cccs3)nnn2c2cccc(Cl)c12
  HOP-92: 87 | HOP-62: 79 | A549/ATCC: 109 | EKVX: 60 | CCRF-CEM: 76 | M14: 87 | SK-MEL-5: 92 | SK-MEL-28: 115

# Later entries
item	Compound	HOP-92	HOP-62	A549/ATCC	EKVX	CCRF-CEM	M14	SK-MEL-5	SK-MEL-28
41	Cc1ccc(-c2c(O)c(Br)c(-c3ccc(C)c(C)c3C)c(O)c2Br)c(C)c1	52	95	90	79	74	88	91	106
42	NC(CC(=O)c1ccccc1)C(=O)O (stereo unspecified)	65	115	87	106	70	102	111	117
43	Nc1nc2c(ncn2C2CC(O)C(CO)O2)c(=O)[nH]1 (stereo unspecified)	97	74	88	98	81	100	100	109
44	NS(=O)(=O)c1ccc(Nc2nc(SCC(=O)c3ccc(Br)cc3)nc3c2CCCC3)cc1	101	98	93	96	86	97	66	100
45	Nc1cc(Nc2ccccc2Cl)nc(N)n1	91	96	79	103	89	111	102	111
46	C=C1C(=O)O[C@H]2[C@H](O)[C@@H](C)CCC/C(C)=C/CC[C@@]3(C)O[C@@H]3C[C@@H]12	58	96	81	nt	79	93	92	95
47	CC(=O)c1ccc(NCc2nnc3n(Cc4ccccc4)c(=O)c4c5c(sc4n23)CCCC5)cc1	87	104	60	110	68	81	103	110
48	NNCCc1ccc(NC(=O)CCCc2ccc(/C=C/C(=O)NO)cc2)cc1	29	33	76	69	16	61	nt	73
49	CC(C)=CC(=O)OC(=O)C=C(C)C	nt	103	nt	nt	nt	107	99	102
50	CNc1ccc(CSc2ccccc2)cc1	103	114	94	104	49	110	124	106
51	O=[N+]([O-])c1ccc(OCCOc2ccc([N+](=O)[O-])cc2)cc1	nt	95	106	104	106	95	92	103
52	O=C1CCCc2nc3ccccc3c(/C=C/c3ccccc3)c21	82	104	78	95	96	99	95	98
53	COc1ccc(Br)c(C=O)c1O	102	110	101	117	103	98	104	115
54	CC1(C2CC(=O)c3c(O)ccc(O)c3C2)OCCO1 (stereo unspecified)	94	111	105	nt	101	99	109	107
55	C=CCc1ccc(C=O)c(O)c1	91	101	100	111	111	112	102	111
56	Cc1ccc(-c2ccc(SCC(=O)Nc3ccc(Cl)c(C(F)(F)F)c3)nn2)cc1	73	30	40	37	20	2.2*	19	58
57	CCOC(=O)c1cc(C(=O)c2ccc(F)cc2F)n2ncccc12	92	96	79	106	78	103	98	113
58	CCCCCCCCSc1nnc(-c2c(C)nc3ccc(Br)cn23)o1	91	98	92	86	89	96	85	98
59	O=C(Nc1nc2ccc([N+](=O)[O-])cc2s1)Nc1ccccc1I	-28*	7.6*	3.1*	-8.5*	3.9*	2.3*	-79*	16
60	CC(C)NC(=O)OCc1c(COC(=O)NC(C)C)c([N+](=O)[O-])n2c1CCC2	81	95	102	nt	nt	101	101	102
61	O=C(C1=Cc2cc3ccccc3n2Cc2cnnn21)c1ccccc1	55	39	59	83	53	22	46	65
62	O=C(CCn1cc[n+](CC(=O)c2ccc(F)cc2)c1)Nc1cccc2cccnc12	nt	103	98	98	99	98	96	100
63	NS(=O)(=O)c1ccc(C(c2ccccc2)(c2ccccc2)c2ccccc2)cc1	90	116	86	89	86	106	90	111
64	CN1C(=O)C(Nc2ccc(C(=O)Nc3ccc(F)cc3)cc2)=C(c2ccc(Cl)cc2)C1=O	108	74	65	71	74	88	90	94
65	CCOC(=O)c1noc2c1CCc1cn(Cc3cc(OC)c(OC)c(OC)c3)cc1-2	110	70	93	96	70	93	71	105
66	CNC(=O)c1cc(-n2ccc3cc(NC(=O)Nc4ccc(N5CCOCC5)c(C(F)(F)F)c4)ccc32)ccn1	56	56	36	65	nt	24	4.7*	63
67	O=S(=O)(NCC1CCCO1)C1CC(Cl)CC(Cl)C1 (stereo unspecified)	92[50 µM]	82[50 µM]	93[50 µM]	101[50 µM]	100[50 µM]	97[50 µM]	97[50 µM]	99[50 µM]
68	O=c1n(CCCCCCn2cnn(-c3ccccc3)c2=O)cnn1-c1ccccc1	87	89	96	95	89	97	96	106
69	O=C(Nc1cc(Cl)cc(Cl)c1)OC1CC2CC1C1CC3OC3C21 (stereo unspecified)	103	100	96	nt	97	99	100	106
70	COc1cc(O)c2c(c1O)C(=O)c1cc(C)ncc1C2=O	64	129	102	109	90	101	72	nt
71	CCCc1[nH]c(=O)c(C#N)c(COC)c1[N+](=O)[O-]	103	99	98	80	111	99	97	101
72	Nc1nc(-c2cccc([N+](=O)[O-])c2)c(N=Nc2ccc(Br)cc2)s1	nt	-68*	-20*	8.7*	32	-75*	-39*	4.7*
73	N#C/C(=C\c1c(-c2ccccc2)[nH]c2ccccc12)C(=O)Nc1ccc(Cl)cc1	78	119	58	58	46	80	74	101
74	O=C1NC(=O)c2cc([N+](=O)[O-])cc3cccc1c23	80	121	90	94	90	93	101	108
75	S=c1sc(-c2ccccc2)nn1-c1ccccc1	108	99	103	87	103	106	99	105
76	CC(=O)OCOC1C(COC(C)=O)OCOC(COC(C)=O)C1OCOC(C)=O (stereo unspecified)	84	104	101	100	100	96	98	106
77	OC1(Cc2ccc(F)cc2)CCCCCC1	nt	103	103	nt	110	99	101	110
78	Cc1ccc2c(c1)Sc1c(ccc3ccccc13)N2	75	-2.8*	59	73	68	65	46	85
79	CCOC(=O)c1c(O)c2cc(-c3ccccc3)nc(C)c2c(=O)n1C	nt	105	99	nt	97	102	nt	109
80	COc1ccc(/C=C(\C#N)n2nnc3cc(F)c(F)cc32)c(OC)c1OC	84	83	84	73	23	73	60	77

# Fetched by structure from the entries so far, three records:
item	Compound	HOP-92	HOP-62	A549/ATCC	EKVX	CCRF-CEM	M14	SK-MEL-5	SK-MEL-28
72	Nc1nc(-c2cccc([N+](=O)[O-])c2)c(N=Nc2ccc(Br)cc2)s1	nt	-68*	-20*	8.7*	32	-75*	-39*	4.7*
78	Cc1ccc2c(c1)Sc1c(ccc3ccccc13)N2	75	-2.8*	59	73	68	65	46	85
34	O=C(O)c1ccccc1C(c1ccccc1)c1ccccc1O (stereo unspecified)	nt	103	89	109	138	109	96	116

# (next part)
item	Compound	HOP-92	HOP-62	A549/ATCC	EKVX	CCRF-CEM	M14	SK-MEL-5	SK-MEL-28
81	CCN(CC)CC(=O)Nc1nccs1	107	89	98	102	103	96	103	110
82	COc1cc2c(c(OC)c1OC)CCC(c1cccc(C(=O)Nc3ccc([N+](=O)[O-])cc3)c1)O2 (stereo unspecified)	43	77	55	55	15	31	15	62
83	O=C1/C(=C/c2ccccc2Cl)SC(=S)N1C1c2ccccc2Oc2ccccc21	73	78	87	92	90	86	92	111
84	CCOc1ccc2nc(NC(=O)Nc3cccc(Cl)c3)sc2c1	130	113	84	88	89	119	89	100
85	COc1ccc2c(c1)N(CCO)C1=C(C(=O)OC1)C2c1cccc(Br)c1 (stereo unspecified)	43	29	16	37	12	8.8*	2.2*	59
86	Cc1ccc(Nc2ccc(Nc3ccc(C)cc3S(=O)(=O)O)c3c2C(=O)c2ccccc2C3=O)c(S(=O)(=O)O)c1	99	107	112	92	96	88	102	107
87	COc1ccc(-c2cnc3sc4ccc(C)cc4n23)cc1	98	100	105	90	108	91	95	105
88	Nc1nc2c(ncn2C2OC(COP(=O)(O)O)C(O)C2O)c(=O)[nH]1 (stereo unspecified)	92	100	68	125	76	98	109	120
89	O=[N+]([O-])c1ccc2ncccc2c1Cl	99	44	100	119	12	49	89	76
90	Nc1cccnc1/C=N/NC(=S)NCCNC(=O)c1ccc(-n2nc(-c3ccccc3O)nc2-c2ccccc2O)cc1	-2.2*	22	15	2.5*	-6.5*	-39*	-42*	15
91	CN1C(=O)/C(=C\c2nc([P+](c3ccccc3)(c3ccccc3)c3ccccc3)c(N3CCOCC3)o2)SC1=S	-34*	98	86	92	20	47	78	11
92	CCOC(=O)c1[nH]cnc1/N=N/N(C)CCO	87	96	107	110	106	106	103	103
